Source: PubChem BioAssay (several laboratories)
West Nile virus CPE – inhibition of WNV-induced cytopathic effect – cell-based, CPE readout (AID 1621); West Nile virus-infected cells, CPE inhibition; higher % means a stronger effect; CPE inhibition, % at 10 µM; hits with a dose series show IC50 in µM; 0.02% of 290,000 active; in the data active means a potency from the dose series; inconclusive means CPE inhibition mostly from about 3.7% at the one dose, without a potency; inactive means the rest, 99 in 100 with CPE inhibition below about 2.2%; further: strong numbers were not always called active
NOD1 inhibition – NOD1 signaling inhibitors, primary screen, cell-based, luminescence, uHTS (AID 1578) | NOD1-driven NF-kB luciferase reporter cells, luminescence; higher % means a stronger effect | inhibition, % at 4 µM, or EC50 in µM where a hit was titrated | 1% of 290,000 active; in the data active means inhibition mostly above about 36%, no sharp cut-off; inactive means mostly below about 34%;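 further: HEK-293T reporter cells stimulated with the NOD1 agonist gamma-tri-DAP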
GPR55 LPI antagonism – GPR55 antagonists blocking LPI-driven arrestin recruitment, primary screen, imaging, U2OS, beta-arrestin-GFP, LPI agonist (AID 2013); one-dose inhibition, % at 10 µM; IC50 in µM for titrated hits; U2OS GPR55 beta-arrestin-GFP translocation imaging, LPI antagonism; higher % means a stronger effect; 0.13% of 290,000 active;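 active means spots per cell inhibited over 60%, with over 100 cells counted and total cytoplasm intensity under 500,000; inconclusive means wells with under 100 cells, flagged as likely toxic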;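 further: U2OS cells stably carrying GPR55 and arrestin-GFP stimulated by 5 µM LPI near EC80; imaged beta-arrestin-GFP aggregate spots per cell after agonist stimulation; plate controls were LPI-stimulated DMSO wells for no effect and DMSO wells without LPI for full effect; some results filed as inactive read as strong as hits; confirmed hits need IC50 under 10 µM and bright autofluorescent wells are also inconclusive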
GPR55 activation – GPR55 agonists via beta-arrestin recruitment, primary screen, imaging, U2OS cells, beta-arrestin-GFP redistribution (AID 1961); U2OS GPR55 beta-arrestin-GFP redistribution imaging; higher % means a stronger effect; 0.048% of 290,000 active; activation, % at 10 µM; hits with a dose series show EC50 in µM;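 active means activation above 40% with more than 50 cells counted in the well; inconclusive means wells holding fewer than 50 cells, flagged as toxic or sparse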;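 further: U2OS osteosarcoma cells stably expressing GPR55 and beta-arrestin-GFP; plate controls were DMSO negative control for no effect and LPI positive control for full effect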
KOR beta-arrestin-1 – KOR antagonists, beta-arrestin recruitment, cell-based, luminescence, uHTS (AID 1778) | KOR beta-arrestin recruitment, luminescence, antagonist mode; higher % means a stronger effect | inhibition, % at 10 µM; hits with a dose series show IC50 in µM | 0.091% of 290,000 active; in the data active means inhibition above about 50%; further: strong numbers were not always called active
HIV fusion peptide – cell-free HIV fusion peptide-binding blockers – biochemical, uHTS, fluorescence dequenching, primary screen (AID 1986). 0.3% of 290,000 active. inhibition, % at 20 µM, or IC50 in µM where a hit was titrated. cell-free peptide binding, fluorescence dequenching, 30 min; higher % means a stronger effect; in the data active means inhibition mostly above about 52%, no sharp cut-off; inactive means mostly below about 76%; further: some results filed as inactive read as strong as hits
GPR35 arrestin U2OS – inhibition of zaprinast-stimulated GPR35 beta-arrestin translocation – imaging, U2OS, beta-arrestin-GFP, zaprinast agonist, primary screen (AID 2058); 0.052% of 290,000 active; inhibition, % at 10 µM; hits with a dose series show IC50 in µM; U2OS GPR35 beta-arrestin-GFP translocation imaging, zaprinast antagonism; higher % means a stronger effect;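 active means inhibition of at least 50% with at least 30 cells and total cytoplasm GFP at most 10,000,000; inconclusive means under 30 cells or total GFP of 10,000,000 plus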
NS5 inhibitors – flavivirus cap methylation enzyme inhibition – biochemical, confirmation dose response, primary screen (AID 588689). inhibition, % at 25 µM; hits with a dose series show IC50 in µM. Dengue-2 NS5 methyltransferase capping enzyme assay, biochemical; higher % means a stronger effect. 0.3% of 340,000 active; in the data active means a potency from the dose series; inconclusive means inhibition above about 29% without an active follow-up result
KOR beta-arrestin-2 – kappa opioid receptor activators – cell-based, luminescence, uHTS, primary screen (AID 1777) | KOR beta-arrestin recruitment, luminescence; higher % means a stronger effect | activation, % at 10 µM; hits with a dose series show EC50 in µM | 0.02% of 280,000 active; in the data active means activation above about 50%, passing the limit was not always enough; further: a part of the inactive calls stands beside numbers as strong as those of hits
NS5 inhibitors pilot replicate – further read-out of NS5 inhibitors, marked with its call; inhibition, %; measured here: pilot screen replicate inhibition
* = called active by the depositor; ? = inconclusive; / = no result given; [ ] = remark or other dose. This is a subset; the hit share may differ from the screen's.

SMILES	West Nile virus CPE	NOD1 inhibition	GPR55 LPI antagonism	GPR55 activation	KOR beta-arrestin-1	HIV fusion peptide	GPR35 arrestin U2OS	NS5 inhibitors	KOR beta-arrestin-2	others
CCN(CC)CC(=O)N1c2ccccc2Oc2c(c(=O)n(C)c(=O)n2C)C1c1cccc([N+](=O)[O-])c1 (stereo unspecified)	0.0%	7%	-2%	0.8%	12%	0.0%	-8%	14%	4.7%
CCCCOc1ccc(CONS(=O)(=O)c2ccc(NC(C)=O)cc2)cc1Cl	-1.0%	-6%	19%	-0.3%	-20%	-0.7%	?	5%	-0.6%
CCOc1cccc(OCCCCn2ccnc2)c1	-0.3%	-8%	-3%	-0.5%	9%	4.8%	-9%	1%	1.6%
COc1ccc(NC(=O)c2cccc(NC(=O)c3ccccc3)c2)cc1	-0.5%	-47%	0%	0.3%	14%[20 µM]	2.2%	4%	-4%	-4.2%
CCCn1c(CCNc2nc(-c3ccc(OC)cc3)cs2)nc2ccccc21	-0.6%	-13%	-6%	-0.3%	-26%[20 µM]	1.8%	-10%	2%	2.0%
Nc1ccccc1SCC(=O)N1CCc2ccccc21	-0.2%	-60%	-7%	-0.1%	36%	-2.5%	-9%	-9%	-5.0%
Cc1cccc2sc(NC(=O)CN(C)S(=O)(=O)c3ccc(Br)s3)nc12	1.4%	-12%	10%	-0.1%	-30%	-0.2%	-13%	-5%	21%
CCOC(=O)c1oc2ccccc2c1NC(=O)COC	0.1%	16%	-13%	0.7%	-32%	-0.1%	-6%	1%	4.4%
CC(C)c1ccc(-c2nc(N3CCCCC3)[nH]c(=O)c2C#N)cc1	?	-41%	-2%	0.3%	-4%	6.7%	-13%	1%	2.0%
O=C(O)c1ccccc1C(=O)NCCc1c(C(=O)O)[nH]c2ccc(Cl)cc12	0.3%	-11%	1%	0.4%	-11%	3.5%	-17%	0%	1.0%
Clc1cc(Br)ccc1OCCCNCc1ccccc1	-2.3%	-16%	23%	-0.3%	-20%	0.9%	-6%	-10%	4.5%
CCn1c(SCC(=O)NCC2CCCO2)nnc1-c1ccc(S(=O)(=O)N2CCN(C)CC2)cc1 (stereo unspecified)	-0.1%	-14%	5%	0.2%	15%[20 µM]	-2.3%	2%	-5%	/
NS(=O)(=O)CCCc1ccccc1	-0.3%	-7%	-3%	0.9%	-23%[20 µM]	-1.2%	0%	7%	-3.3%
CCOC(=O)c1ccc[n+](CC(=O)c2ccccc2)c1	-0.3%	-15%	11%	-0.4%	-24%	9.5%	5%	-9%	-1.1%
O=C(N/N=C/c1cc2c3c(c1O)CCCN3CCC2)c1ccccc1O	?	-8%	6%	-0.3%	13%	56%	0%	?	-3.0%
O=C(Nc1ccc(Br)cc1)c1cccnc1N1CCOCC1	-0.7%	-25%	3%	0.2%	-34%[20 µM]	-0.3%	15%	1%	/
COC(=O)c1ccc(CNC(=O)C(NC(=O)c2ccco2)C(C)C)cc1 (stereo unspecified)	-0.4%	-18%	-4%	-0.1%	-18%	1.9%	-14%	-1%	-3.3%
COCCOC(=O)c1c(NC(=O)CSc2cccc[n+]2[O-])sc(C(N)=O)c1C	0.5%	-12%	19%	0.7%	-10%	1.2%	11%	-14%	-1.0%
Cc1ccc(NC(=O)NN2CCN(C)CC2)cc1C	0.2%	-2%	-3%	-0.1%	24%	-1.7%	0%	-5%	3.2%
CC(Sc1ccccc1)C(=O)Nc1ccccc1C(=O)N1CCOCC1 (stereo unspecified)	-0.2%	-18%	6%	-0.4%	23%	1.8%	-9%	-5%	-2.5%
Cc1nn2c(N)c(-c3ccccc3)cnc2c1-c1ccc(Cl)cc1	-0.3%	-6%	11%	0.2%	27%	-0.6%	0%	-7%	-4.5%
COc1ccc(N(CC(=O)N2CCCCCC2)S(=O)(=O)c2c(C)[nH]c(=O)[nH]c2=O)cc1	-0.1%	11%	2%	0.2%	-18%	-1.1%	2%	-1%	4.7%
O=C(CSCc1ccc(Cl)cc1)Nc1ccc(Br)cc1C(=O)O	1.0%	-2%	11%	-0.1%	-31%	15%	2%	3%	-2.8%
C=CCn1c(SCC(=O)Nc2ccc3c(c2)OCO3)nnc1-c1cc(Br)ccc1O	-0.5%	-17%	-8%	0.0%	16%	-0.6%	-5%	1%	-3.6%	NS5 inhibitors pilot replicate=-3.6
COc1ccc(-c2nc(NC(=O)c3nc4nccc(C)n4n3)sc2C)cc1	0.0%	-25%	-6%	-0.3%	-36%	-1.2%	-4%	-9%	0.0%
Oc1ccc(C2=NNC(c3ccc(O)cc3)=NN2)cc1	-0.4%	-11%	-3%	-0.1%	-12%	2.0%	16%	-3%	2.6%
Cc1ccc(NC(=S)NNC(=O)c2c([N+](=O)[O-])c(C)nn2C)cc1	0.7%	-8%	-2%	0.0%	-12%	-0.1%	3%	-2%	-3.7%
CN(C)CCCNS(=O)(=O)c1ccc(N2CCC(c3ccc(Cl)cc3)=N2)cc1	-1.5%	-92%	53%	-0.1%	-2%	-4.9%	-45%	/	/
Cc1occc1-c1nnc(SCC(=O)c2ccc(Cl)cc2)n1C	0.4%	-21%	7%	-0.1%	8%	2.4%	-10%	-6%	-2.3%
O=C(COC(=O)CCC1CCCC1)Nc1ccc(Cl)cn1	-0.5%	19%	6%	-0.1%	-10%	-3.1%	7%	5%	-3.4%	NS5 inhibitors pilot replicate=0.0
CC(C)(C)NS(=O)(=O)c1ccc(CCC(=O)N2CCCCC2)cc1	-0.9%	-17%	6%	-0.2%	23%	2.1%	-13%	1%	1.4%
CC1(C)C(=S)N(Cc2ccccc2)c2ccccc21	0.2%	-30%	3%	0.5%	-4%	0.6%	-1%	/	-1.8%
Cc1cc(SCC(=O)OCC(=O)NCc2ccc3c(c2)OCO3)c(C)cc1Br	-0.1%	-20%	4%	-0.2%	-10%	0.5%	-5%	/	-0.5%
COc1cccc(NC(=O)C(Sc2nnnn2C)c2ccccc2)c1 (stereo unspecified)	0.0%	-35%	15%	0.2%	-14%	-0.4%	0%	-5%	-1.5%
Cn1cc(C(=O)N2CCc3ccccc3C2)c(=O)c2cc(S(=O)(=O)N3CCCCC3)ccc21	-0.3%	-31%	9%	0.4%	3%	0.0%	3%	/	-1.2%
CSc1cccc(NC(=O)Nc2ccccc2C(N)=O)c1	1.1%	-9%	3%	-0.1%	16%	0.4%	-4%	-9%	1.9%

Reprinted at random: two entries already listed, in no set order.
SMILES	West Nile virus CPE	NOD1 inhibition	GPR55 LPI antagonism	GPR55 activation	KOR beta-arrestin-1	HIV fusion peptide	GPR35 arrestin U2OS	NS5 inhibitors	KOR beta-arrestin-2	others
COc1ccc(-c2nc(NC(=O)c3nc4nccc(C)n4n3)sc2C)cc1	0.0%	-25%	-6%	-0.3%	-36%	-1.2%	-4%	-9%	0.0%
O=C(COC(=O)CCC1CCCC1)Nc1ccc(Cl)cn1	-0.5%	19%	6%	-0.1%	-10%	-3.1%	7%	5%	-3.4%	NS5 inhibitors pilot replicate=0.0

(list continues)
SMILES	West Nile virus CPE	NOD1 inhibition	GPR55 LPI antagonism	GPR55 activation	KOR beta-arrestin-1	HIV fusion peptide	GPR35 arrestin U2OS	NS5 inhibitors	KOR beta-arrestin-2	others
CC(=O)N1c2ccc(S(=O)(=O)N3CCC(C(=O)N4CCN(c5ccccc5)CC4)CC3)cc2CC1C (stereo unspecified)	-0.3%	3%	7%	-0.4%	-9%	1.0%	-8%	-3%	1.3%
O=C(CN1CCN(C(=O)c2ccco2)CC1)Nc1ccccc1-c1ccccc1	-0.2%	-14%	-7%	-0.3%	4%	4.4%	5%	-4%	-2.0%
COC(=O)C/C(C)=N/Nc1ccc(S(=O)(=O)N2CCCC2)cc1[N+](=O)[O-]	-0.5%	6%	-6%	0.0%	-20%	0.1%	-5%	3%	-2.9%
COc1cccc2cc(/C(=N/O)c3ccccc3)oc12	0.4%	-38%	2%	-0.1%	-39%	0.6%	-7%	-3%	-1.7%
O=C(CCc1nnc2n(Cc3ccccc3)c(=O)c3ccccc3n12)NCCN1CCOCC1	-0.5%	-10%	-12%	-0.3%	32%[20 µM]	-0.2%	-9%	4%	-10%
Cc1cc(C(=O)NC(C)C)on1	0.3%	-11%	15%	-0.1%	18%	1.6%	-4%	-5%	-2.7%
CC(NC(=O)C(Cc1ccccc1)N1C(=O)C2C3CCC(C3)C2C1=O)c1ccccc1 (stereo unspecified)	-0.7%	-6%	6%	-0.1%	29%	-0.6%	14%	-10%	-0.3%
COc1cc(/C=C2\SC(=O)N(CC(=O)Nc3cccc(C)c3)C2=O)cc([N+](=O)[O-])c1O	0.3%	-8%	14%	-0.2%	19%	23µM*	0%	/	-7.3%
CCCCCOc1ccc(CSCCNC(=S)Nc2ccccc2)cc1	-0.6%	-24%	-10%	-0.1%	32%	-0.3%	2%	2%	1.3%
CCc1ccc(NC(=O)C(C)OC(=O)c2ccc(N3CCCC3)c([N+](=O)[O-])c2)cc1 (stereo unspecified)	-0.4%	-19%	-8%	-0.1%	33%	-2.6%	-3%	-12%	-1.4%
CS(=O)(=O)N(CC(=O)Nc1ccccc1C(=O)N1CCCC1)c1ccccc1Br	-0.2%	-32%	3%	-0.2%	-8%	-0.2%	-13%	-3%	2.0%
O=C(CN1C(=O)c2cccc3cccc1c23)NCc1ccncc1	-0.4%	-20%	-9%	-0.1%	-14%	-4.2%	-10%	-9%	5.6%
CC(=O)COc1ncn(-c2ccccc2)n1	-0.1%	-25%	0%	-0.1%	-7%	-0.4%	-6%	-11%	-0.4%
Cc1cc(C(C)(C)C)cc(C)c1CCNC(=O)c1ccc[n+]([O-])c1	-1.1%	-81%	-16%	0.3%	-5%	-0.9%	9%	-2%	0.1%
COc1cccc(CN2CCNC(=O)C2CC(=O)NCCN2CCCCC2=O)c1 (stereo unspecified)	-0.7%	-23%	12%	-0.2%	-7%	0.4%	-12%	4%	-0.8%
COc1ccccc1CNc1nc(C)c(C(=O)N(C)C)s1	0.2%	-10%	-1%	0.2%	-50%	-0.3%	-5%	-11%	-5.9%
CC1CCN(C2CC(=O)N(c3ccccc3)C2=O)CC1 (stereo unspecified)	1.4%	-12%	11%	0.0%	18%[20 µM]	-1.1%	0%	/	-6.9%
O=C(Nc1cccc(C(F)(F)F)c1)c1cncs1	0.8%	1%	-6%	0.0%	-9%	-0.4%	13%	3%	-0.9%
Clc1ccc(Cn2cccn2)cn1	-0.4%	-1%	?	0.9%	-1%	0.3%	15%	-8%	-2.2%
Cc1c(C)c2c(OCC(=O)N[C@@H](C(=O)O)c3ccccc3)cc3c(c2oc1=O)CCC(C)(C)O3	-0.1%	44%	12%	-0.1%	-4%[20 µM]	2.0%	-1%	-4%	7.8%
COC(=O)CSC(C(=O)Nc1ccc(C)c(C)c1)c1ccccc1 (stereo unspecified)	0.2%	-26%	16%	0.0%	-6%	2.2%	4%	3%	0.6%	NS5 inhibitors pilot replicate=3.3
